From PubChem
PolyA inhibitor: polyadenylation inhibitors in yeast reporter cells, primary screen, luminescence, S. cerevisiae; S. cerevisiae SKY197-pL101 polyadenylation reporter, beta-gal luminescence; efflux-impaired pdr1/pdr3 knockout yeast; score 100 = 6 SD above DMSO; 300,000 tested, 0.02% active; calls only at 12 µM; AID 1875, 2009;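 active means lowest replicate activity score at least 50, where 100 means six control SD above control mean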;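 further: yeast exposed to compound for 9 h at 30 °C; higher score means more reporter readthrough which indicates perturbed polyadenylation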
RGS4 block: RGS4 inhibitors, primary screen, cell-based, HEK293 M3R inducible RGS4, calcium flux; Fluo-4 calcium flux; stronger effect = higher value; triggered by carbachol at its EC20; B-score at 10 µM; 310,000 tested, 0.45% active;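 active means B-score, a plate-corrected calcium signal, over three deviations above library mean, with baseline fluorescence within five deviations of library mean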;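 further: RGS4 expression induced by doxycycline in cells with stable M3 receptor; B-score is computed from the integrated fluorescence ratio over baseline after carbachol; higher B-score means a larger calcium signal and so more RGS4 inhibition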
Target sequence (P49798 whole entry, looked up): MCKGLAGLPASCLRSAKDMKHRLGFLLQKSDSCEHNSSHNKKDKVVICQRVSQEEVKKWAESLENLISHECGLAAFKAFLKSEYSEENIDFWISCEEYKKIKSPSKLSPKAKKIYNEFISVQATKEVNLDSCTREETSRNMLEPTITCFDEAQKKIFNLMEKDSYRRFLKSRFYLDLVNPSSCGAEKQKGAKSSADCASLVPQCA
RGS4 act: RGS4 potentiators or activators, primary screen, cell-based, HEK293 M3R inducible RGS4, calcium flux; 310,000 tested, 0.92% active; carbachol calcium flux Fluo4; stronger effect = lower value; B-score at 10 µM; AID 463111, 2010;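 active means B-score of the integrated calcium signal more than 4 SD below the library mean, with starting fluorescence not abnormally high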;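 further: negative B-score means reduced calcium response which marks RGS4 activation or potentiation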
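Material: M3R-expressing HEK293 line, RGS4 induced by doxycycline | Schedule: Overnight RGS4 induction, 30 min dye load 37 °C, 20 min compound RT | Measured by: Fluo4 fluorescence kinetic imaging of calcium | Read-out: Integrated calcium ratio converted to B score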
DYRK1A inh: rat Dyrk1A kinase inhibitors, primary screen, biochemical, single point, plate reader; ADP-Glo luminescence, NFATc1 peptide; inhibition, % at 12.5 µM; 310,000 tested, 0.43% active; AID 504441, 2011; in the data active means inhibition above about 50%;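 further: plate controls were vehicle with enzyme for no effect and no enzyme for full effect; many of its hits are not listed in these tables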
GSK3beta inhib: human GSK3beta kinase inhibitors, primary screen, biochemical, cell-free homogeneous, HTS; activity score (negative = inhibition), % at 10 µM; 300,000 tested, 0.038% active; Glycogen synthase kinase-3 beta (Homo sapiens), P49841; GST-GSK3beta kinase, ADP-Glo luminescence, 60 min; stronger effect = lower value;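 active means more than half of replicate wells score below -50%, meaning over 50% inhibition versus plate controls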;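 further: 0% = median DMSO wells and -100% = median GW8510 positive control wells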
Target sequence (P49841 whole entry, looked up): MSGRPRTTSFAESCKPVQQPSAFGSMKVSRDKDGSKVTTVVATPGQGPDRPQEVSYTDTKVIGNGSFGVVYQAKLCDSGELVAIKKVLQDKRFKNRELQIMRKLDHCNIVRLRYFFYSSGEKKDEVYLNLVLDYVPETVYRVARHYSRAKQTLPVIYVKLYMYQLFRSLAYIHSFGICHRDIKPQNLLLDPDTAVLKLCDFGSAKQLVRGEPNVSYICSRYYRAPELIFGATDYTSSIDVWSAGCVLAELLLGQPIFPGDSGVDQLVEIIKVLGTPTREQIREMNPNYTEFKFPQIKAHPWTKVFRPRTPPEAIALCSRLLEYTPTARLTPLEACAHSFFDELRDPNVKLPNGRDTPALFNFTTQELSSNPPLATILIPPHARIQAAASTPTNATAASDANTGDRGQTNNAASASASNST
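Test system: GST-tagged human GSK3beta kinase, cell-free; evaluation: activity score scaled between in-plate DMSO and GW8510 controls; measured by: ADP-Glo luminescence; incubation: 60 min reaction, RT; benchmarks: DMSO and 20 µM GW8510; reagent: peptide substrate plus 25 µM ATP (final); medium: Tris/MgCl2 kinase buffer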
KCNQ1 inh: inhibitors of human KCNQ1 channel, primary screen, cell-based, thallium flux, high-throughput; 310,000 tested, 1.3% active; AID 2642, 2010; CHO-K1 KCNQ1, FluxOR thallium flux fluorescence; stronger effect = higher value; B-score at 10 µM;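 active means compounds whose thallium flux B-score, printed positive for inhibition, exceeds three library SD while starting fluorescence stays within three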;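 further: channel opened by potassium depolarization with thallium stimulus after 20 min compound exposure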
hERG rescue: hERG rescue from dofetilide block, primary screen, cell-based, CHO-hERG, FluxOR thallium flux, dofetilide IC70; Voltage-gated inwardly rectifying potassium channel KCNH2 (Homo sapiens), Q12809; dofetilide IC70 present; activation (rescue from dofetilide block), less the hit threshold, % at 10 µM; 310,000 tested, 0.51% active; AID 1511, 2009;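 active means activation above the mean of controls blocked by dofetilide plus 5 SD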;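 further: thallium influx through hERG after potassium depolarization seen as dye fluorescence rise; in these data hits start at about 4.7%; inactives centre near -7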
KCNK9 block: KCNK9 potassium channel inhibitors, primary screen, HEK293 cells, thallium flux; FluxOR thallium flux fluorescence; stronger effect = lower value; B-score at 10 µM; 310,000 tested, 1.2% active; AID 488922, 2010;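 active means ratio B-score over 3 SD below the library mean, with starting fluorescence within 5 SD of its mean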;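 further: negative B-score means less thallium flux so channel inhibition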
GSK3 alpha inh: blockers of GSK3A enzyme activity – biochemical, luminescence, cell-free homogeneous, HTS, primary screen. Glycogen synthase kinase-3 alpha (Homo sapiens), P49840. GSK-3 alpha kinase, ADP-Glo luminescence, 60 min. inhibition, % at 10 µM. 320,000 tested, 0.1% active. AID 2650, 2010;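 in the data active means inhibition above about 50%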;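 further: GST-tagged GSK-3 alpha with peptide substrate and 25 µM ATP; 0% = DMSO neutral wells and 100% = GW8510 positive control wells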
Target sequence (P49840 whole entry, looked up): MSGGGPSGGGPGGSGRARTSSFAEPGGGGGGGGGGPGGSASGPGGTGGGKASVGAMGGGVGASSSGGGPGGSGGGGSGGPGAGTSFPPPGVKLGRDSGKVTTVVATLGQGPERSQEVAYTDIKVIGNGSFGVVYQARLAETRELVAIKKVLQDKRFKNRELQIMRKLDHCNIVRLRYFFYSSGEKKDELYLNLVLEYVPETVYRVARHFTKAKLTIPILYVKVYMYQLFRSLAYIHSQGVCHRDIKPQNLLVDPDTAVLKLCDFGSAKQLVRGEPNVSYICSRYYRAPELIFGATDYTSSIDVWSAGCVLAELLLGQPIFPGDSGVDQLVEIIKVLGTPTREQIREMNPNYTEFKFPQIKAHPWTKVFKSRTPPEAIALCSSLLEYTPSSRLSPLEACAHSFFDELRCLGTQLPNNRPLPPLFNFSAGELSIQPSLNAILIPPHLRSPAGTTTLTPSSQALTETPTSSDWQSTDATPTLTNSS
KCNK3 block: human KCNK3 channel inhibitors, primary screen, CHO cells, FluxOR thallium flux, B-score; Potassium channel subfamily K member 3 (Homo sapiens), O14649; FluxOR fluorescence; stronger effect = lower value; B-score at 10 µM; 340,000 tested, 0.84% active; AID 602410, 2012;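 active means B-score under library mean minus 4 SD, starting fluorescence ratio at most library mean plus 5 SD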;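 further: more negative B-score means stronger inhibition of thallium flux through KCNK3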
KCNQ1 pot: potentiators or activators of KCNQ1 channel, primary screen, cell-based, thallium flux, high-throughput | 310,000 tested, 0.35% active | B-score at 10 µM | AID 2648, 2010 | Potassium voltage-gated channel subfamily KQT member 1 (Homo sapiens), P51787 | CHO-K1 KCNQ1, thallium flux FluxOR fluorescence; stronger effect = higher value;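 active means fluorescence ratio B-score, a plate-corrected score, at least three library SD, with initial intensity B-score within 5 SD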
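Assay system: stable KCNQ1 CHO-K1 line; medium: assay buffer, equal DMSO in all wells; timing: 90 min dye loading and 20 min compound exposure, both at room temperature; technique: kinetic FluxOR thallium fluorescence, 10-s 1-Hz baseline, 110-s post-stimulus read; read-out basis: B score of baseline-normalized fluorescence ratio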
* hit, by the source's call; i = inactive; · = not tested or not shown. An excerpt; rates above refer to the full screens.

SMILES	PolyA inhibitor	RGS4 block	RGS4 act	DYRK1A inh	GSK3beta inhib	KCNQ1 inh	hERG rescue	KCNK9 block	GSK3 alpha inh	KCNK3 block	KCNQ1 pot
CCOC(=O)Cn1c(CN2CCOCC2)nc2c1c(=O)n(C)c(=O)n2C	i	i	i	-4	-2	i	-10	i	0	i	i
CC12CN(C(=O)c3ccc(Cl)cc3)C3(C#N)CC1CCC23C (stereo not drawn)	i	i	i	-1	-3	i	-9	i	2	i	i
Cc1onc(-c2c(F)cccc2Cl)c1-c1nnc(-c2cccc3ccccc23)o1	i	i	i	·	2	i	-4	i	0	i	i
O=C(Nc1ccc(S(=O)(=O)Nc2nccs2)cc1)c1cccc(S(=O)(=O)N2CCOCC2)c1	i	i	i	-5	3	i	-13	i	2	i	i
CC(C)c1ccc(NC(=O)C2CCCCC2C(=O)O)cc1 (stereo not drawn)	i	i	i	2	5	i	-6	i	·	i	i
C=CCNc1nc(C(=O)OCC(=O)c2ccc(F)cc2)cs1	i	i	i	1	2	i	-10	i	-3	i	i
CCN(CC)CCN1C(=O)c2ccccc2NC1c1cc(OC)c(OC)c(OC)c1 (stereo not drawn)	i	i	i	5	0	i	-5	i	0	i	i
CC(C)N(C(=O)CSc1nnc(NC(=O)Cc2cccs2)s1)C(C)C	i	i	i	-1	1	i	-8	i	-2	i	i
CCOC(=O)c1c(NC(=O)CSc2ncn[nH]2)sc(C(=O)N(C)C)c1C	i	i	i	12	3	i	-8	i	1	i	i
CCOC(=O)C1CCCN(S(=O)(=O)c2cc3c(cc2Cl)NC(=O)CO3)C1 (stereo not drawn)	i	i	i	3	-5	i	-8	i	·	i	i
O=C(NCCS(=O)(=O)N1CCN(c2ccccc2)CC1)c1cccc(F)c1	i	i	i	16	5	i	-3	i	-1	i	i
O=C(OCC(=O)N1CCN(C(=O)c2ccco2)CC1)c1ccccc1NCCO	i	i	i	-7	1	i	-8	i	1	i	i
CN(C)CCNc1ncnc2ccccc12	i	i	i	3	-1	i	-6	i	·	i	i
CCCn1c(=N)c(S(=O)(=O)c2ccccc2)cc2c(=O)n3cccc(C)c3nc21	i	i	i	-2	·	i	-10	i	0	i	i
O=C(CCSCCc1ccccn1)Nc1cccc([N+](=O)[O-])c1	i	i	i	3	5	i	-2	i	-1	i	i
Cc1c(C(=O)N2CCC(Cc3ccccc3)CC2)sc2ncnc(N3CCC(C)CC3)c12	i	i	i	2	2	i	-8	i	·	i	i
Cc1ccc(S(=O)(=O)N2CCOCC2)cc1NC(=O)COC(=O)c1cc(=O)c2ccccc2o1	i	i	i	7	5	i	-12	i	2	i	i
CCN(CC)CCN1C(=O)C(=O)/C(=C(/O)c2ccccc2)C1c1ccccc1F (stereo not drawn)	i	i	i	7	4	i	-7	i	-1	i	i
CCn1ccnc1CNC(=O)c1ccc2oc(CCCc3ccccc3)nc2c1	i	i	i	2	-4	i	-17	i	-1	i	i
CCc1ccc(NC(=S)NCc2cccnc2)cc1	i	i	i	·	4	i	-7	i	1	i	i
CC(C)(CO)NCc1ccccc1OCC(=O)Nc1ccccc1	i	i	i	-1	0	i	-1	i	1	i	i
Cc1nn(-c2ccccc2)c(N)c1N=Nc1cccnc1	i	i	i	7	1	i	-4	i	0	i	i
COc1ccc(C(=O)COc2ccc(F)cc2)c(O)c1C	i	i	i	-12	1	i	-6	i	-3	i	i
CNC(=O)c1ccc(Nc2nnc(-c3ccc(C)c(S(N)(=O)=O)c3)c3ccccc23)cc1	i	i	i	4	2	i	0	i	-2	i	i
O=C(COC(=O)CCc1nc2ccccc2c(=O)[nH]1)Nc1ccc2c(c1)OCO2	i	i	i	0	2	i	-10	i	-1	i	i
Nc1ncc2c(n1)-c1ccccc1CC2	i	i	i	2	2	i	-9	i	-2	i	i
CC(=O)Nc1nc(C)nc(C)c1C(C)=O	i	i	i	0	3	i	-5	i	7	i	i
Cc1cc(C)nc(NC(=O)Cc2ccc(Br)cc2)n1	i	i	i	·	0	i	-8	i	0	i	i
COc1cc(NC(=O)c2cccnc2Sc2ccc(Cl)cc2)cc(OC)c1OC	i	i	i	0	2	i	-7	i	1	i	i
O=c1[nH]c(CN2CCOCC2)nc2ccccc12	i	i	i	-3	-3	i	-3	i	1	i	i
Cc1ccccc1-c1ccc(=O)n(CC(=O)Nc2ccc(N3CCOCC3)cc2)n1	i	i	i	-9	-7	i	-5	i	-2	i	i
COC(=O)c1ccc(N)cc1O	i	i	i	-3	0	i	-4	i	1	i	i
NC(=O)NCCCC(NC(=O)c1ccc(C#CC2(O)CCCCC2)cc1)C(=O)O (stereo not drawn)	·	i	i	-2	4	i	-4	i	-2	i	i
O=C(Cn1cnc2scc(-c3ccccc3)c2c1=O)NCc1ccco1	i	i	i	-3	0	i	-3	i	0	i	i
Cc1ccc(N(CC(=O)NCC2CCCO2)S(=O)(=O)c2ccccc2)c(C)c1 (stereo not drawn)	i	i	i	-1	-1	i	-10	i	3	i	i
COCCOn1c(SCCOC)nc2ccccc2c1=O	i	i	i	-5	-1	i	-8	i	1	i	i

Complete entries as entered above. Order of screens: PolyA inhibitor | RGS4 block | RGS4 act | DYRK1A inh | GSK3beta inhib | KCNQ1 inh | hERG rescue | KCNK9 block | GSK3 alpha inh | KCNK3 block | KCNQ1 pot
CNC(=O)c1ccc(Nc2nnc(-c3ccc(C)c(S(N)(=O)=O)c3)c3ccccc23)cc1 is entered as i | i | i | 4 | 2 | i | 0 | i | -2 | i | i
CCN(CC)CCN1C(=O)c2ccccc2NC1c1cc(OC)c(OC)c(OC)c1 (stereo not drawn) is entered as i | i | i | 5 | 0 | i | -5 | i | 0 | i | i

More compounds follow:
SMILES	PolyA inhibitor	RGS4 block	RGS4 act	DYRK1A inh	GSK3beta inhib	KCNQ1 inh	hERG rescue	KCNK9 block	GSK3 alpha inh	KCNK3 block	KCNQ1 pot
O=C(CNC(=O)c1ccccc1Cl)Nc1ccc(F)cc1	i	i	i	2	-3	i	-11	i	3	i	i
NS(=O)(=O)c1ccc(NC(=O)c2ccc(F)cc2F)c(NC(=O)c2ccc(F)cc2F)c1	i	i	i	-6	6	i	-14	i	0	i	i
Cc1ccc2nc(C(=O)N3CCCC(Nc4ccc(F)cc4)C3)cn2c1 (stereo not drawn)	i	i	i	-8	-1	i	-12	i	-3	i	i
N#Cc1c(=O)c2nc(NCc3ccccc3)ncc2n2ccccc12	i	i	i	4	-1	i	-9	i	6	i	i
COc1ccc(C)cc1NC(=O)C1CC(=O)N(CCc2ccccc2)C1 (stereo not drawn)	i	i	i	·	-1	i	-9	i	-3	i	i
CCCCCN(C(=O)NC(=O)Nn1cnnc1)S(C)(=O)=O	i	i	i	-5	0	i	0	i	1	i	i
C=CCn1c(=S)sc2c(=O)[nH]cnc21	i	i	i	·	4	i	-5	i	0	i	i
O=C(CCCC(=O)OCC(=O)c1cccs1)Nc1ccc(Oc2ccccc2)cc1	i	i	i	8	0	i	0	i	-1	i	i
CN(C)C(=O)CN(C)S(=O)(=O)c1ccc(Cl)cc1	i	i	i	-1	2	i	-14	i	0	i	i
C/C(=N\NC(=O)Cc1ccc(Cl)cc1)c1cccnc1	i	i	i	·	0	i	-5	i	-2	i	i
CC(=O)Oc1ccc(C(=O)Nc2cccc(C(=O)c3ccc(C)c(C)c3)c2)cc1	i	i	i	6	-2	6*	-7	i	-3	i	i
CCn1c(C)c(C(C)=O)c(N2CCCCC2)nc1=S	i	i	i	10	0	i	-9	i	-5	i	i
CCOc1ccc(C(C(=O)NC2CCCCC2)N(C(=O)Cc2cccs2)c2ccc(-n3cnnn3)c(OC)c2)cc1 (stereo not drawn)	i	i	i	-1	-2	i	-5	i	-2	i	i
COc1ccccc1NC(=O)CC1COc2ccccc2O1 (stereo not drawn)	i	i	i	6	5	i	-7	i	-5	i	i
Cc1c(C(=O)N2CCOCC2)c(S(=O)(=O)Nc2cccc(C#N)c2)c(C)n1C	i	i	i	4	0	i	-6	i	-1	i	i
CCc1ccc(NC(=O)C(CC)c2ccccc2)cc1 (stereo not drawn)	i	i	i	-5	-2	i	-8	i	16	i	i
CCCCNC(=O)[C@@H]1CC=C[C@@H]2CCN(C3CC3)C(=O)[C@@H]21	i	i	i	7	1	i	-2	i	1	i	i
Cc1cc(C)c(S(=O)(=O)N2CCCC2CNC(=O)c2ccc3c(c2)OCO3)c(C)c1 (stereo not drawn)	i	i	i	-4	-4	i	-20	i	1	i	i
CCN(CCO)C(=O)C12CCC(C)(C(=O)C1)C2(C)C (stereo not drawn)	i	i	i	1	-2	i	-7	i	1	i	i
O=C(O)c1cnc(N2CCOCC2)nc1	i	i	i	-6	-7	i	-5	i	-1	i	i
COC(=O)[C@H](CCSC)NC(=O)Nc1cccc(C)c1C	i	i	i	·	2	i	-6	i	-2	i	i
CC(C)CN(C(=O)CC1CCCC1)c1c(N)n(Cc2ccccc2)c(=O)[nH]c1=O	i	i	i	6	1	i	-16	i	-2	i	i
NCC(O)COCCC12CC3CC(CC(C3)C1)C2 (stereo not drawn)	i	i	i	1	-7	i	1	i	1	i	i
CCC(=O)N1CCc2cc(S(=O)(=O)NC(C(=O)NCc3ccccc3)C(C)C)ccc21 (stereo not drawn)	i	i	i	-6	-2	i	-10	i	1	i	i
NNC(=O)c1csc(COc2cc(Cl)cc(Cl)c2)n1	i	i	i	0	-23	i	2	i	-1	i	i
Cn1ccnc1SCCC#N	i	i	i	-1	0	i	-3	i	-5	i	i
CCC1(CC)C(=O)C2=C3C1[C@H](C(=O)OC)CC(C(=O)OC)C[C@H]3n1c(=O)n(-c3ccccc3)c(=O)n1[C@H]2C (stereo partly drawn)	i	i	i	·	2	i	-8	i	3	·	i
